Lipid storage S3 – qHTS Assay for Lipid Storage Modulators in Drosophila S3 Cells; AID 2685, 2010; Drosophila S3 cells, BODIPY lipid droplet fluorescence, 18-24 h; cells fed with added oleic acid; 320,000 compounds, 0.64% hits; Potency in µM for hits, for the others lipid storage change, negative = inhibition, % at the top dose, mostly 46.1 µM; active = well fitted inhibition curve with a large enough effect in the signal ratio, with a control signal flat, not every such curve was filed as active; inconclusive = small, poorly fitted or top-dose-only effect, or effect the other way, or a change in a side signal; the % refers to the signal ratio
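Drosophila S3 cells got compounds at several concentrations plus oleic acid (400 uM solution). Laser-scanning cytometry with 488 nm excitation read lipid droplets at 500-530 nm and cells at 575-640 nm. Percent activity was relative to 20 uM Triacsin C.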
Lipid storage S3 cell count max – further read-out of Lipid storage S3, marked with its call; cell number change, %; measured here: cell count max response;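 cells counted by Cell Tracker Red CMTPX staining in the red channel; peak over a dose series mostly up to 46.1 µM; percent activity relative to internal control wells on each plate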
Numbers without * were called inactive; i = inactive; ? = inconclusive; · = not tested or not shown. % is scaled to controls: 0 for no effect and ±100 for the full control effect; potency is read from the fitted curve at half-maximal effect. Not all compounds are listed; count on the stated rates, not on these rows.

Results follow in this order: Lipid storage S3 | Lipid storage S3 cell count max
COC(=O)CNC(=O)CSc1nc(N)cc(=O)[nH]1
  -10% | -10
O=C(c1cccc(Oc2c(Cl)cccc2[N+](=O)[O-])c1)N1CCOCC1
  -15% | 16
NC(=O)NC(=O)C(OC(=O)CCNS(=O)(=O)c1ccccc1)c1ccccc1 (centres undefined)
  9% | -2
O=C(N/N=C/c1ccco1)C(O)c1ccccc1 (centres undefined)
  ? | ·
O=C(c1ccccc1Sc1ccccc1[N+](=O)[O-])N1CCCCC1
  5% | -7
Cc1ccc(CCNC(=O)C2CCCN(S(=O)(=O)c3cccc4nsnc34)C2)cc1 (centres undefined)
  ? | ·
O=[N+]([O-])c1ccc(Cl)c(/C=N/n2c(-c3cccnc3)n[nH]c2=S)c1
  8% | 8
CC1CCN(CC(=O)Nc2ccc(S(=O)(=O)N3CCC(C)CC3)cc2)CC1
  ? | ·
CC(=O)Nc1ccc(S(=O)(=O)NCCC(=O)N2CCc3ccccc32)cc1
  ? | ·
CC(=O)N1C(=O)/C(=C2\SC(=S)N(NC(=O)c3ccc(O)cc3)C2=O)c2ccccc21
  ? | ·
Cc1ccc(/C=N/n2c(C3CCCCC3)n[nH]c2=S)s1
  ? | ·
CCOC(=O)c1ccccc1NC(=O)Cc1ccccc1OC
  13% | 4
COc1ccccc1C(=O)NCCN1CCN(C(=O)c2ccccc2OC)CC1
  3% | 2
Cc1ccccc1-c1noc(-c2ccc(O)cc2)n1
  ? | ·
O=C1CCc2cc(S(=O)(=O)N3CCC(C(=O)Nc4nccs4)CC3)ccc2N1
  -19% | -14
COc1ccc(S(=O)(=O)N2CCC(C(=O)NCCC(=O)NCc3cccc(OC)c3)CC2)cc1
  ? | ·
CCCCn1c(NCc2ccc(N(C)C)cc2)nc2ccccc21
  0% | 13
Cc1cc(NC(=O)CSc2nc3c(C)cccc3cc2C)no1
  ? | ·
CCOc1ncccc1C(=O)OCC(=O)Nc1c(C)cc(C)cc1C
  ? | ·
COc1ccc(OCCn2c(C)c(/C=N/n3cnnc3)c3ccccc32)cc1
  ? | ·

Later entries:
Results follow in this order: Lipid storage S3 | Lipid storage S3 cell count max
CCCc1ccc(S(=O)(=O)N2CCN(Cc3ccco3)CC2)cc1
  ? | ·
C=CCn1c(CCC)nc2ccccc21
  ? | ·
Cc1cccn2c(=O)c3cc(C(=O)NC4CCCCC4C)n(C)c3nc12 (centres undefined)
  ? | ·
NC(=O)Nc1ccccc1C(=O)Nc1ccc2ccccc2c1
  ? | ·
Nc1nnc(-c2ccccc2[N+](=O)[O-])o1
  ? | ·
O=C(CCCNS(=O)(=O)c1ccc(F)cc1)Nc1ccc(F)cc1
  ? | ·
CCOc1ccc(-c2nc(CSc3nnc(C)s3)cs2)cc1OC
  ? | ·
CCOc1cc(C(=O)N2CCN(c3ccccc3)CC2)cc(OCC)c1OCC
  ? | ·
CC(C)(C(=O)Nc1nccs1)c1ccccc1
  ? | ·
Cc1cc(C)nc(SCCCNCc2ccc(Br)cc2)n1
  ? | ·
O=c1[nH]c2c(cnn2-c2ccc(Cl)cc2)c(=O)n1-c1cccc(Cl)c1
  -9% | 3
CN(CC(=O)Nc1ccccc1C(F)(F)F)C(=O)C1=COCCO1
  3% | 5
COc1ccc(S(=O)(=O)N2CCN(Cc3cc(OC)c(OC)c(OC)c3)CC2)cc1
  i | -21
Cc1cc(N/C=C(\C#N)S(=O)(=O)c2ccccc2Cl)nc(C)n1
  11% | 11
CS(=O)(=O)Nc1cccc(C2=NN(C(=O)c3ccco3)C(c3ccco3)C2)c1 (centres undefined)
  -1% | ·
Cc1cc(C(=O)NNc2ccc(F)cc2F)no1
  ? | ·
CNC(=O)C(=O)NCC1OCCCN1S(=O)(=O)c1ccc(F)cc1C (centres undefined)
  1% | -6
CCOc1ccc2c(c1)c1nnc(SCC(=O)N3CCC(C)CC3)nc1n2C
  ? | ·
Cn1c(SCc2ccc(C#N)cc2)nnc1-c1ccncc1
  -5% | 11
O=C(/C=C/c1ccc(F)cc1)N1CCc2ccccc2C1
  ? | ·

Continuation.
Results follow in this order: Lipid storage S3 | Lipid storage S3 cell count max
CCC(C)NC(=O)c1ccc2nc(Cc3ccc(OC)cc3)oc2c1 (centres undefined)
  i | ·
COc1ccc(Br)cc1CNC(=O)CCCc1cn(C)c2ccccc12
  -3% | 12
COc1ccc([N+](=O)[O-])cc1C(=O)C(=O)c1ccccc1
  ? | ·
Cc1ccc(C(=O)Oc2ccc(-c3nccc(-c4ccccn4)n3)cc2)cc1
  20% | ·
COc1ccc(C(=O)N(Cc2sccc2C)C2CCS(=O)(=O)C2)cc1 (centres undefined)
  1% | 9
Cc1cccc(NC(=O)CCNC(=O)c2ccccc2)c1
  ? | ·
Cc1c(C)c2cc(Cl)c(OC(C)C(=O)NCCN3CCOCC3)cc2oc1=O (centres undefined)
  ? | ·
COc1ccc(S(=O)(=O)N2CCC(C(=O)Nc3cccc(C(C)=O)c3)CC2)cc1
  4% | 3
CSc1ccc(C(=O)C2CCCN(C(=O)c3ccc4c(c3)no[n+]4[O-])C2)cc1 (centres undefined)
  7% | 17
O=C(CC1SC(=NCC2CCCO2)NC1=O)Nc1cc([N+](=O)[O-])ccc1Cl (centres undefined)
  ? | ·
CCn1ncc(N(C)N)c(Cl)c1=O
  ? | ·
COc1cc(C(=O)Oc2ccccc2)ccc1OCc1c(C)noc1C
  ? | ·
O=C(c1cnn(-c2ccccc2)c1)c1cc(F)ccc1O
  5% | 11
COc1ccccc1NC(=O)N(CCN1CCOCC1)Cc1cc2cc(C)cc(C)c2[nH]c1=O
  -5% | 24
O=C(O)c1ccc(CSc2ncnc3c2cnn3Cc2ccccc2)cc1
  5% | -3
CN(C)C=NC(=O)c1cc(C(=O)c2ccc(Cl)cc2Cl)c[nH]1
  ? | ·
CCc1ccc(N2C(=O)C(Cl)=C(Nc3ccc(C(=O)N4CCCC4)cc3)C2=O)cc1
  i | -6
Cc1cc2cc(CCNC(=O)c3cccc([N+](=O)[O-])c3)c(=O)[nH]c2cc1C
  ? | ·
COCCn1c(N)c(C(=O)OCc2ccccc2)c2nc3ccccc3nc21
  ? | ·
O=C(CN1C(=O)c2ccccc2S1(=O)=O)NCCSC1CCCCC1
  ? | ·

New compounds follow.
Compound	Lipid storage S3	Lipid storage S3 cell count max
CCCCOCP(=O)(CCCC)COCCCC	-12%	4
COc1ccc(C(=O)ON=C2C=C(C)C(=O)C(C)=C2)cc1	10%	-8
COc1ccc(-c2noc(CN(C)C(=O)c3ccc4c(c3)OCO4)n2)cc1	?	·
CCCn1c(N)c(C(=O)CN(C)CC(=O)Nc2ccccc2CC)c(=O)[nH]c1=O	?	·
N=C1C(c2ccccc2)=C(O)CN1c1ccc2c(c1)OCO2	2%	-7
CN(C)/C=C(/C(=O)c1ccc(Cl)c(Cl)c1)c1nnnn1-c1ccccc1	10%	8
COc1ccc(S(=O)(=O)NCc2ccc(C(=O)NCc3cccnc3)cc2)cc1	?	·
CCCCN(Cc1ccccc1)C(=O)C1CCN(Cc2sccc2C)CC1	5%	-10
CC(C)C(=O)Nc1cccc(-c2nc3ccccc3c(=O)o2)c1	6%	5
CNS(=O)(=O)c1ccc(NC(=O)C2CC(=O)N(c3ccc(Cl)cc3)C2)cc1 (centres undefined)	?	·

Further compounds
Compound	Lipid storage S3	Lipid storage S3 cell count max
CCCCc1cc(=O)oc2cc(OCC(=O)NCCN3CCOCC3)ccc12	?	·
COCCn1c(C)cc(/C=C(\C#N)C(=O)OCC(=O)N(C)c2c(N)n(Cc3ccccc3)c(=O)[nH]c2=O)c1C	10%	-17
CCOC(=O)/C(=N/Nc1ccc(OC)cc1)Sc1nnc(CCc2ccccc2)n1-c1ccccc1	?	·
COc1ccc(OCCOC(=O)c2nc3nccc(C)n3n2)cc1	-1%	-6
Cc1ccc(-c2cc(C(=O)Nc3ccccc3C)c3ccccc3n2)o1	?	·
CCCN1CCC(NC(=O)CC2C(=O)NCCN2Cc2ccccc2C)CC1 (centres undefined)	8%	·
Cn1c(=O)n(CCOc2ccccc2Cl)c2ccccc21	12%	-26
COc1cc(/C=N/Nc2ccc(Cl)cc2)ccc1OC(=O)c1cccs1	18%	-2
COCCN(C(=O)COc1ccccc1C#N)c1c(N)n(Cc2ccccc2)c(=O)[nH]c1=O	?	·
Cc1cccc(C)c1NS(=O)(=O)c1cc2c3c(c1)CCN3C(=O)CC2	?	·

Brought forward from above: 5 entries, then new ones.
Compound	Lipid storage S3	Lipid storage S3 cell count max
CCCN1CCC(NC(=O)CC2C(=O)NCCN2Cc2ccccc2C)CC1 (centres undefined)	8%	·
Cn1c(=O)n(CCOc2ccccc2Cl)c2ccccc21	12%	-26
COc1cc(/C=N/Nc2ccc(Cl)cc2)ccc1OC(=O)c1cccs1	18%	-2
COCCN(C(=O)COc1ccccc1C#N)c1c(N)n(Cc2ccccc2)c(=O)[nH]c1=O	?	·
Cc1cccc(C)c1NS(=O)(=O)c1cc2c3c(c1)CCN3C(=O)CC2	?	·
CCNC(=S)N1CCCC(C(N)=O)C1 (centres undefined)	i	6
CCC(=O)OCC(=O)Nc1cc(S(=O)(=O)N(C)C)ccc1Cl	?	·
CCCCCCC(=O)N(O)C1CC(=O)N(c2ccc(Cl)cc2)C1=O (centres undefined)	?	·
COC(=O)Cc1cc(=O)n2[nH]c(C(F)(F)F)nc2n1	-1%	-12
CCCC(=O)Nc1ncnc2c1ncn2[C@@H]1O[C@@H]2OP(=O)(O)OC[C@H]2[C@H]1OC(=O)CCC	-24%	·
CCOc1cc(-c2nc(C)c(C(C)=O)n2O)ccc1OCC(=O)Nc1ccc(F)cc1	?	·
O=C(NCCSc1c[nH]c2ccccc12)c1ccco1	?	·
C=CCN1C(=O)/C(=C\c2ccc(OC(=O)c3ccco3)c(OC)c2)SC1=S	-4%	·
CCOC(=O)C1(C)NC(c2ccco2)C2C(=O)N(c3ccc(C)cc3)C(=O)C21 (centres undefined)	7%	13
CCCCC(CC)C(=O)Nc1cccc(SC)c1 (centres undefined)	?	·

Next section.
Compound	Lipid storage S3	Lipid storage S3 cell count max
CSCCC(NC(N)=O)C(=O)NCc1ccccc1Cl (centres undefined)	?	·
CC(=O)N1CSCC1C(=O)N1CCN(c2ccc(N3CCOCC3)nn2)CC1 (centres undefined)	?	·
CC(C)c1c(Cl)c(O)c(-c2ccccc2)c(=O)n1-c1ccc(F)cc1	-7%	8
CC(CNS(=O)(=O)c1cc(Cl)ccc1Cl)CN(C)C (centres undefined)	?	·
O=C(CSc1nc2ccccc2c(=O)n1-c1ccc(F)cc1)NCc1ccco1	?	·
CCC(=O)Nc1c(C(=O)N2CCN(c3ccccn3)CC2)cnn1-c1ccc(C)cc1	23%	14
Cc1ccccc1Cn1nc(C)c(NC(=O)c2nc3n(n2)C(C(F)F)CC(C)N3)c1C (centres undefined)	?	·
Cc1ccc(-c2cc(-c3ccccc3)no2)cc1	?	·
COc1ccc([C@H]2CC(=O)C=C(c3ccc4ccccc4c3)C2)cc1OC	?	·
COc1cccc2c(=O)cc(C)n(CC(=O)Nc3ccccc3C)c12	?	·

4 records picked at random from those above, as already listed:
Compound	Lipid storage S3	Lipid storage S3 cell count max
COc1cccc2c(=O)cc(C)n(CC(=O)Nc3ccccc3C)c12	?	·
CC(CNS(=O)(=O)c1cc(Cl)ccc1Cl)CN(C)C (centres undefined)	?	·
CSCCC(NC(N)=O)C(=O)NCc1ccccc1Cl (centres undefined)	?	·
Cc1ccccc1Cn1nc(C)c(NC(=O)c2nc3n(n2)C(C(F)F)CC(C)N3)c1C (centres undefined)	?	·

Following part
Compound	Lipid storage S3	Lipid storage S3 cell count max
Cc1occc1-c1nnc(SCC(=O)N2CCc3ccccc32)o1	i	·
O=C(Nc1cc(Cl)ccc1-n1cncn1)c1ccccc1OC(F)F	?	·
Cc1ccc(OCCCn2cc(C#N)c3ccccc32)cc1	?	·
Cc1ccc(NC(=O)N2CCCc3ccccc32)cc1	?	·
Cc1ccc(C(=O)Nc2ccc(-c3csc(C)n3)cc2)cc1	?	·
CCOc1ccc(NC(=O)CNC(=O)COc2ccccc2)cc1	2%	-13
COC(=O)Nc1nc2ccc(C(=O)c3ccc(F)cc3)cc2[nH]1	-2%	12
C=CCNc1c2c(nc3nnnn13)CCCC2	i	·
CCOC(=O)CC(=O)CSc1nc2cc(C)ccc2cc1C	i	·
CC(CN(C)Cc1ccccc1)OC(=O)c1ccc(F)cc1 (centres undefined)	-9%	-18

Later entries.
Compound	Lipid storage S3	Lipid storage S3 cell count max
C=CCN(c1ccccc1)S(=O)(=O)c1cccc(C(=O)N(CC)CC(=O)Nc2c(F)cccc2F)c1	?	·
COc1cccc(-n2c(=O)[nH]cc(C(=O)Nc3ccc(NC(C)=O)cc3)c2=O)c1	?	·
CC1CCCN(C(=O)c2cc(S(=O)(=O)N3CCCCC3)c[nH]2)C1 (centres undefined)	?	·
OCC1(Cc2ccc(F)cc2F)CCCN(Cc2ccc(Cl)cc2)C1 (centres undefined)	?	·
CCOC(=O)C1=C(C)NC(=O)NC1c1ccc(OC)c(Cl)c1 (centres undefined)	?	·
COc1ccc(C(=O)/C=C/N(C)C)cc1OC	0%	-9
CC(C)c1ccc(C2C3CSCC=C3C(C#N)=C(N)C2(C#N)C#N)cc1 (centres undefined)	?	·
Cn1c(=O)c2c(nc3n2CCS3)n(C)c1=O	9%	1
FC(F)(F)C1=Nc2cccc3cccc(c23)N1	0%	5
COc1ccc(S(=O)(=O)N2CCCC(C(=O)Nc3cccnc3)C2)cc1Cl (centres undefined)	?	·
CC(=O)NC1(c2ccccc2)CCN(c2cc(C)nc(-c3ccccc3)n2)CC1	-5%	7
CCNC(=S)NNC(=O)c1csc(CC)c1	4%	3

Screens from PubChem.
